Bioassay records (PubChem BioAssay)
D3 antag: blocks the human D3 dopamine receptor; 2.5% of 360,000 active; P35462; D3R cells, DiscoveRx beta-arrestin luminescence, antagonist mode; stronger effect = lower value; max response, negative = inhibition, %; in the data active means max response below about -50%; inconclusive means no clear call, values can overlap the other calls; further: on the % scale 0 is the no-effect control and ±100 the full control effect; mostly tested at two doses, the higher about 12 µM
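Cells expressing the human receptor were seeded at 1500 cells/well, incubated overnight at 37 degrees C in 5% CO2, then exposed to library compounds with dopamine controls for 90 minutes at 37 degrees C before luminescent detection.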
Akt phos inh: Akt phosphorylation inhibition; Neuro2A IGF-stimulated pAkt S473 HTRF, 20 min; stronger effect = lower value; activity change, % for hits at 50 µM; 0.32% of 360,000 active; AID 651550; in the data active means activity change below about -80%; inconclusive means mostly about -51% to -80%; further: on the % scale 0 is the no-effect control and ±100 the full control effect
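Single-point screen (50 µM final compound) in Neuro2A cells stimulated 20 min with 6 nM IGF at 37 deg C. After lysis, Ser473-phosphorylated Akt read by HTRF (ex 330 nm, em 615/665 nm) as the 665/615 ratio.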
EPAC2 ag: EPAC2 (human) agonism | 0.079% of 360,000 active | EPAC2 activation, biochemical qHTS; response scale: 100% = 6.5 mM cAMP response | Q8WZA2 | Potency, µM (series often up to 154 µM), for inactives: top-dose activation, hits mostly activators; further: potency means the concentration at half of the fitted maximal effect; nearly all actives have a fitted effect of over 50% in size
Target sequence (Q8WZA2 whole entry, looked up): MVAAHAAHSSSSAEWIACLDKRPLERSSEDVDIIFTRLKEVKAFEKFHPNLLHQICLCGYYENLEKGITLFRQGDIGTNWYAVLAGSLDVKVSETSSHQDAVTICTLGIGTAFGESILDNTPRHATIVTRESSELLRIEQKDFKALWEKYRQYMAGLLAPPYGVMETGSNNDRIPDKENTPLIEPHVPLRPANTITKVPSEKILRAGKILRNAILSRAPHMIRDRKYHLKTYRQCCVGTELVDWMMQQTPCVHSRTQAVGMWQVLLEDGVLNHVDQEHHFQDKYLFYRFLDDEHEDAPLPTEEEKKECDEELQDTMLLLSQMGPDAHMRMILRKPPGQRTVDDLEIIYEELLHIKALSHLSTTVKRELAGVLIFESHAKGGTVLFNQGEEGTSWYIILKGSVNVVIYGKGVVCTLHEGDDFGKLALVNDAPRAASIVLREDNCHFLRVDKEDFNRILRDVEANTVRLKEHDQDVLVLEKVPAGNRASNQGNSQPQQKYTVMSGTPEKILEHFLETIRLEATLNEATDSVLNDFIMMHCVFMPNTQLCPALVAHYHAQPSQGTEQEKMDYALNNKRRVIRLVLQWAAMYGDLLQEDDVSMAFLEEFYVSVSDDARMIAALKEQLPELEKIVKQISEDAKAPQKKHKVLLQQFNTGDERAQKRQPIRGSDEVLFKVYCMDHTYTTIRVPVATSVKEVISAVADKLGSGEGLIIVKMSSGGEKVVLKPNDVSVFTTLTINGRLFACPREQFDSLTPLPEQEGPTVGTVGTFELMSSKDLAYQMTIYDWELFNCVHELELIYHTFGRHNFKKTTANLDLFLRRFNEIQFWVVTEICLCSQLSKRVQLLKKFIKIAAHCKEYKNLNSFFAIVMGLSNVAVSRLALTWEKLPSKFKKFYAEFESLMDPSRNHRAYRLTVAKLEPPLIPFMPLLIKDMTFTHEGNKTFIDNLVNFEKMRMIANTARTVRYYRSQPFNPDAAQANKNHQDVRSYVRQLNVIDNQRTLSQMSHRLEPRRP
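Compounds were added across a concentration range to EPAC2 (100 nM), RAP1B-BODIPY-GDP (250 nM) and GDP (50 uM). After 5 min at room temperature, fluorescence was recorded at 5-min intervals for 30 min.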
PTHR1 agonist: activates the human parathyroid hormone receptor PTHR1; Q03431; HEK293 GP2 PTHR1 cells, GloSensor cAMP luminescence, 1 h; Potency, µM (highest dose often 115 µM), for inactives: at the highest dose activation, usual class: activators; 0.075% of 410,000 active; AID 743266; further: potency means the concentration at half of the fitted maximal effect; nearly all actives have a fitted effect of over 55% in size; some results filed as inactive show a strong effect at the top dose; inactives centre near -15; many of its hits are not listed in these tables
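HEK-293-derived GP2 cells expressing PTHR1 and a GloSensor cAMP reporter, 3,000/well, plated overnight, given luciferin plus IBMX (each 0.5 mM as added) for 1 h at 37 °C, then compound for 1 h at 37 °C. Luminescence was read after 15 min at room temperature.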
CCT modulator: changes cytosolic chaperonin activity. purified chaperonin ATPase assay, HTRF ADP detection, 30 min. 0.3% of 360,000 active. activity change, % (concentration not given with the values), hits read low; in the data active means activity change below about -30%; further: on the % scale 0 is the no-effect control and ±100 the full control effect
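Enzyme 40 or 20 nM (batch-dependent) in Tris pH 7.4/KCl/MgCl2/DTT; cpd 76 uM single point; ATP 10 uM; 30 min 37 °C; Transcreener ADP HTRF detection, 30 min RT; ratio 665/615.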
DRD3 agonist: D3 dopamine receptor (human) agonism | P35462 | D3R DiscoveRx beta-arrestin cells, luminescence, 90 min | max activation, % | 0.58% of 410,000 active | AID 652048; in the data active means max activation above about 30%; further: 0% is about no effect; mostly tested at two doses, the higher about 12 µM
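Agonist mode: compounds and dopamine controls were applied to plated cells for 90 min at 37 degrees C after an overnight attachment at 1500 cells/well. Luminescent read-out followed 30 - 60 minutes at room temperature with DiscoveRx detection reagent.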
EPAC2 antag: EPAC2 (human) antagonism. Potency, µM (top dose mostly 114 µM), without a hit: top-dose activity, negative = inhibition, most hits filed as inhibitors. 0.18% of 360,000 active. EPAC2 GEF exchange of Rap1B-BODIPY-GDP, fluorescence. AID 720708; further: potency means the concentration at half of the fitted maximal effect; on the % scale 0 is the no-effect control and ±100 the full control effect; nearly all actives have a fitted effect of over 45% in size; many of its hits are not listed in these tables
Mm-Cpn inhibitor: blocks the Methanococcus maripaludis chaperonin Mm-Cpn; purified Mm-Cpn ATPase, ADP Transcreener TR-FRET; Potency, µM (highest dose often 76.9 µM), for the others: at the highest dose activity, negative = inhibition, usual class: inhibitors; 0.031% of 330,000 active; AID 504842; further: potency means the concentration at half of the fitted maximal effect; on the % scale 0 is the no-effect control and ±100 the full control effect; nearly all actives have a fitted effect of over 80% in size
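TR-FRET (320 nm excitation; 590 and 665 nm emission) reports ADP made from 10 uM ATP by 25 nM enzyme; compounds were preincubated 10 min, reaction run 30 min, both at 37°C.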
* = called active by the depositor; i = inactive; ? = inconclusive; / = no result given; & = joins results of further samples; [ ] = another dose, or the depositor's remark. Unless noted, the call rests on the fitted dose curve; in most records, active means well fitted curve in the direction sought with a large enough effect; inconclusive means small, poorly fitted or top-dose-only effect, or another doubt; inactive means no such curve, though single readings can be large; an effect the other way counts as inactive or inconclusive.

SMILES | D3 antag | Akt phos inh | EPAC2 ag | PTHR1 agonist | CCT modulator | DRD3 agonist | EPAC2 antag | Mm-Cpn inhibitor
CS(=O)(=O)c1ccc(S(=O)(=O)N2CCN(C(=O)C(O)c3ccccc3)CC2)cc1 (centres undefined) | 4.2 | i | 1.5% | -10.9% | / | 4.5 | -8.3% | /
COc1ccc(-n2c(C)c(C(C)=O)c(C(C)=O)c2C)cc1OC | -17.0 | i | 8.7% | -5.4%[57.5 µM] | 2.1 | -4.4 | 14.9% | -0.5%
Cc1ccsc1S(=O)(=O)N1CCCC(CCC(=O)NCc2ccccc2F)C1 (centres undefined) | 12.8 | i | 13.0% | -6.6% | -0.4 | 3.5 | 3.0% | -1.0%
CCOc1ccc(-c2nc(CN(Cc3ccccc3)C[C@@H]3CCC(=O)N3)c(C)o2)cc1 | 20.6 | i | -13.0% | -9.8% | 0.6 | 13.1 | -27.2% | 4.9%
Cn1cnc([N+](=O)[O-])c1Sc1nc(N)nc2c1ncn2C1CC(O)C(CO)O1 (centres undefined) | -11.6 | i | -3.7% | i | 0.9 | 3.9 | 10.3% | /
C#CC[N+](C)(C)C(C#Cc1ccccc1)CC=C (centres undefined) | -19.5 | i | 5.3% | -23.0% | -0.4 | -3.4 | 4.9% | 0.0%
CCOc1ccc(CCNC(=O)CCc2nc3ccccc3[nH]2)cc1OCC | 1.3 | i | 12.9% | i | 0.5 | -0.5 | 3.2% | 0.7%
C/C(=N\Nc1nc(-c2ccc(C)cc2C)cs1)c1cc2ccccc2oc1=O | -15.5 | i | -3.9% | -37.3%[inhibitor] | -5.7 | 6.9 | -0.1% | 1.3%
CCOC(=O)C(NC(=O)c1ccccc1)(OCC1(CC)COC1)C(F)(F)F (centres undefined) | ? | i | 4.4% | i | 1.0 | -5.8 | 8.5% | 0.4%
COc1ccc2c(c1OC)C(=O)N(c1ccccn1)C2 | -27.9 | i | 1.0% | -44.4%[inhibitor][57.5 µM] | -4.5 | 0.5 | 9.7% | 2.7%
CS(=O)(=O)N(CC(=O)Nc1ccc(F)cc1F)c1cccc([N+](=O)[O-])c1 | -11.8 | i | -4.6% | i | -8.2 | 0.0 | 7.0% | 0.2%
CCc1ccc(NC(=O)c2cc(C)nn2-c2ccccc2)cc1 | ? | i | 18.1% | -17.6%&-10.0% | -1.0 | 0.0&-8.0 | 5.2% | -1.4%
Cc1cccc(Cc2cnc(N3C(=N)SC(C)C3=O)s2)c1 (centres undefined) | -15.8 | i | -3.5% | -12.0% | 1.3 | 1.6 | -3.7% | 0.2%
COc1ccc(CNC(=O)C(NC(C)=O)C(=O)Nc2ccc(OC)cc2)cc1 (centres undefined) | -22.4 | i | 0.3% | i | 1.0 | 3.9 | 2.4% | 0.1%
COc1ccccc1Cc1c(-c2cccc(Br)c2)nc2c(C)cc(Br)cn12 | ? | i | 6.7% | i | -0.4 | -11.3 | -9.2% | /

An excerpt of these results, with two lines to a compound:
The line under a structure holds: D3 antag, Akt phos inh, EPAC2 ag, PTHR1 agonist, CCT modulator, DRD3 agonist, EPAC2 antag, Mm-Cpn inhibitor
CS(=O)(=O)N(CC(=O)Nc1ccc(F)cc1F)c1cccc([N+](=O)[O-])c1
    -11.8, i, -4.6%, i, -8.2, 0.0, 7.0%, 0.2%
COc1ccccc1Cc1c(-c2cccc(Br)c2)nc2c(C)cc(Br)cn12
    ?, i, 6.7%, i, -0.4, -11.3, -9.2%, /
CCOc1ccc(-c2nc(CN(Cc3ccccc3)C[C@@H]3CCC(=O)N3)c(C)o2)cc1
    20.6, i, -13.0%, -9.8%, 0.6, 13.1, -27.2%, 4.9%

Carrying on.
SMILES | D3 antag | Akt phos inh | EPAC2 ag | PTHR1 agonist | CCT modulator | DRD3 agonist | EPAC2 antag | Mm-Cpn inhibitor
O=c1[nH]c(Cc2ccccc2)nc2c1oc1ccccc12 | -18.0 | i | 1.5% | -10.4%[57.5 µM] | -0.9 | 0.5 | 12.3% | ?
Cc1[nH]c2ccccc2c1/C=N/NC(=O)c1cc(-c2cccs2)[nH]n1 | 6.5 | i | 22.1% | -27.4% | -0.6 | -5.1 | 7.5%[57.1 µM] | -1.9%
N/C(=N\NC(=O)Nc1ccccc1)c1ccccn1 | -4.3 | i | 10.4% | i | -0.7 | -3.4 | 0.9% | 0.0%
Cc1nc(N/N=C/c2ccc(O)cc2)c2cnn(-c3ccccc3)c2n1 | 33.0 | i | 1.4% | -15.9% | -14.2 | -12.7 | 7.2% | 1.8%
COc1ccc(-c2nc3ccccc3o2)cc1OC | 37.4 | i | 5.7% | i | 0.3 | 4.5 | -17.7% | -1.5%
CC1CC(C)CN(C(=O)C2CC(=O)N(c3ccc(F)cc3)C2)C1 (centres undefined) | 11.5 | i | -1.1% | -19.9% | 0.9 | 2.6 | -2.3% | -2.9%
CC1CCC(N(CCCN)Cc2ccco2)CC1C (centres undefined) | -1.5 | i | -2.6% | -8.5% | -0.7 | -11.1 | -0.1% | 0.8%
CCCc1cc(=O)[nH]c(SCC(=O)N(CC)C2CCS(=O)(=O)C2)n1 (centres undefined) | 24.5 | i | 3.8% | i | -0.8 | 3.9 | 0.7% | 0.0%
N#Cc1ccccc1OCC(=O)Nc1ccc2c(c1)OCCO2 | 19.0 | i | 4.5% | i | 1.9 | -2.5 | 6.0% | 0.3%
CCOC(=O)CN(Cc1sccc1C)C(=O)Nc1ccc(OC)cc1OC | -9.4 | i | 6.8% | -21.3% | -1.4 | 4.6 | 1.0% | 1.1%
CNCc1cn2cc(Cl)ccc2n1 | -4.4 | i | -3.2% | -0.9% | 0.5 | -22.0 | 3.8% | -0.8%
CCN(CC)C(=O)Cn1cc(S(=O)(=O)CC(=O)Nc2cccc(NC(C)=O)c2)c2ccccc21 | -23.2 | i | 2.5% | ? | 1.8 | -6.2 | 13.9% | /
CC1=C(C(=O)Nc2ccccn2)C(c2ccc(Cl)cc2)NC(=S)N1 (centres undefined) | -8.6 | i | -2.8% | -1.2% | 0.5 | -11.3 | 6.3% | -3.6%
Cc1c(NC(=O)C(C)Oc2cccc(Cl)c2)c(=O)n(-c2ccccc2)n1C (centres undefined) | -21.8 | i | -0.1% | -12.8% | -1.2 | -17.6 | -1.1% | -2.5%
COc1ccc(Br)cc1/C=C/C(=O)NC(=S)Nc1ccc(Cl)c(C(=O)O)c1 | -4.4 | i | 15.8% | -21.8% | 1.0 | -0.4 | 26.1% | 2.0%
COc1ccc(OC)c(NC(=O)CCNS(=O)(=O)c2cccc3nonc23)c1 | 10.0 | i | -3.5% | i | -1.5 | 8.1 | 0.9% | 0.9%
O=C(CC(=O)Nc1ccc(Cl)c(Cl)c1)N/N=C/c1ccc(O)cc1 | -11.0 | i | 3.9% | i | -3.5 | -4.8 | -5.9% | 1.8%
CCOC(=O)c1csc(NC(=O)c2ccc(OCC)cc2)n1 | 5.9 | i | 2.5% | -40.8%[inhibitor] | -1.6 | 2.7 | 1.7% | 0.6%
CCN(CC)S(=O)(=O)c1cccc(-c2n[nH]c(=S)n2CC(C)C)c1 | -10.7 | i | 16.9% | 29.4% | -2.6 | -11.9 | 1.3% | -0.7%
CCN(C(=O)COc1ccccc1)C1CCCCC1 | -8.6 | i | 1.3% | -13.5% | 0.3 | 3.1 | 2.1% | -1.7%
Cc1cc(C)cc(NC(=O)C2CCCN2S(=O)(=O)c2cccc3cccnc23)c1 (centres undefined) | -1.4 | i | 17.0% | -7.0% | 0.0 | 0.2 | -0.6% | -1.1%
CC(=O)C1=C(O)C(=O)N(Cc2ccco2)C1c1cccc(F)c1 (centres undefined) | 7.6 | i | 2.2% | -12.3% | 1.4 | 4.3 | 4.8% | 0.0%
NC(=O)CSc1nnc(COc2ccccc2)n1C1CCCCC1 | ? | i | -1.0% | -17.5% | -4.6 | 9.4 | 3.2% | 0.3%
O=c1cc(-c2ccccc2)nc2c(-c3ccccc3)c(C(F)(F)F)[nH]n12 | 6.0 | i | -5.2% | -41.5%[inhibitor] | -0.9 | 24.6 | 17.8µM* | -4.4%
Cc1cc(C)c(S(=O)(=O)N2CCOCC2)c(C)c1N(C)S(=O)(=O)c1ccccc1 | -10.5 | i | 8.4% | -2.9% | -3.2 | 1.5 | -7.6% | -1.3%
COc1ccc(/C=C/C(=O)O)cc1S(=O)(=O)NCc1ccccc1 | -17.4 | i | 4.7% | -3.8% | 0.7 | 35.5* | -1.7% | -4.1%
O=C(Cn1nc(Cl)nc1Cl)Nc1ccccc1 | 9.8 | i | -4.6% | i | 0.9 | -2.4 | 0.6% | -0.6%
OC(c1ccccc1)c1ncc(-c2cccc(OCc3ccccc3)c2)[nH]1 (centres undefined) | 15.1 | / | 21.5% | -32.5%[inhibitor] | 0.4 | 4.7 | -19.8% | /
O=S1(=O)N=CN(Cc2cccc(F)c2)c2ccccc21 | 1.3 | i | -0.8% | i | -0.7 | -7.4 | 6.3% | 0.4%
COc1ccccc1NC(=O)c1ccc(NC(=O)C2CC2)cc1 | -12.3 | i | 9.4% | -9.6% | 0.7 | 1.6 | -3.7% | /
COc1cccc(C2=CC(=O)C[C@H](c3ccc4c(c3)OCO4)C2)c1 | ? | i | 5.9% | -34.2%[inhibitor] | -2.5 | -20.5 | 1.0% | -2.2%
CCOC(=O)N1CCN(C(=O)C2c3cc(OC)c(OC)cc3C(=O)N3CCc4ccccc4C23)CC1 (centres undefined) | -19.2 | i | -2.8% | i | 2.0 | -4.8 | 2.6% | -1.3%
CCOc1ccc(C(=O)NCCN2CCOCC2)cc1 | -18.1 | i | 11.8% | i | -1.7 | -9.3 | 0.6% | 2.7%
O=C(c1cnc2sccn2c1=O)N1CCCc2ccccc21 | -52.1* | i | -1.2% | -12.9% | 0.4 | -5.0 | 27.4% | -2.8%
Cc1ccc(S(=O)(=O)N(C)C)cc1NC(=S)Nc1ccc2cn[nH]c2c1 | 1.0 | i | 4.6% | i | -2.4 | 5.3 | 6.9% | -0.3%
COc1ccc(-c2cc(C(=O)Nc3c(C)nn(Cc4ccccc4Cl)c3C)no2)cc1OC | -11.8 | / | 13.1% | 10.7%[57.5 µM] | -0.8 | 2.3 | 7.3% | -0.3%
CC(C)CC(=O)Nc1nnc(S(=O)(=O)N(C)c2ccc(Cl)cc2)s1 | 5.0 | i | 3.2% | ? | 0.9 | -4.2&-16.6 | -5.3% | -18.6%
CCOc1ccc(CCNC(=O)Cn2nc(C)c3c(C)n(-c4ccccc4)nc3c2=O)cc1 | -13.0 | i | -2.1% | i | -1.7 | 1.9 | 22.9% | -5.5%

Some of the compounds tested (hit frequency here may not be typical).
